# Bioassay records (PubChem BioAssay)
# Vif inh = inhibitors of HIV Vif. HEK293T cells, Vif self-association by quenched fluorescence, imaging, 24 h. inhibition, % at 7.49 µM. 340,000 tested, 0.35% active. AID 602346; in the data active means inhibition above about 50%, passing the limit was not always enough; inconclusive means no clear call, values can overlap the other calls; inactive means below about 31%; further: some results filed as inactive read as strong as hits
# NR2E3 ag-1 = NR2E3 (human) agonism; Q9Y5X4; GST-NR2E3/biotin-RetCOR TR-FRET, 1536-well; inhibition of corepressor binding, % at 4.78 µM; 320,000 tested, 0.12% active; AID 2300;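 active means percent inhibition above the cutoff of mean plus 3 SD of all tested compounds, set per screening campaign, cut at about 20% in these data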;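 further: 0% = DMSO wells and 100% = biotin wells as full block of FRET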
# Target sequence (Q9Y5X4 whole entry, looked up): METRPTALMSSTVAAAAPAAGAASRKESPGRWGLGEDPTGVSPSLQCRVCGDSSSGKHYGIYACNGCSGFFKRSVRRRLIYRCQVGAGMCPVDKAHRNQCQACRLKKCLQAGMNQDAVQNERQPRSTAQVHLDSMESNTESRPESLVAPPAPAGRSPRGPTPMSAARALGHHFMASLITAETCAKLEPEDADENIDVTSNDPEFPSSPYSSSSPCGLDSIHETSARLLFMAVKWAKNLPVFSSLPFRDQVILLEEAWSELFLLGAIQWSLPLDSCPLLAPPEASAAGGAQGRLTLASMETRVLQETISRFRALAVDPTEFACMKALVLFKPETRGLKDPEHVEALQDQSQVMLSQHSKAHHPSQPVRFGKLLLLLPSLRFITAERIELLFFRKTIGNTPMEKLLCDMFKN
#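 Material: NR2E3–RetCOR corepressor complex / Incubation: Compound–protein incubation for 5 h at 4 °C / Dosing: compound at 4.8 µM, single dose / Detection: time-resolved FRET / Benchmarks: high control biotin, low control 0.6% DMSO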
# KKLEB tox = reduces viability of KKLEB cystic fibrosis airway cells; 360,000 tested, 0.36% active; activity change (cytotoxicity), % at 5 µM; KKLEB CF airway cells viability, ATPlite luminescence, overnight; stronger effect = lower value; cells stimulated with P. aeruginosa culture filtrate;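 active means corrected activity change at or below -50% at 5 µM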
# CaV13 ICDI inh = Disruptors of the CACNA1D IQ motif to Ca2+-dependent inactivation inhibitor domain association, primary screening, Förster resonance energy transfer in intact living …; HEK cells, CFP/YFP FRET ICDI-IQ, plate reader, 10 min; percent FRET-ratio fall versus neutral wells; inhibition, % at 12.3 µM; 340,000 tested, 0.098% active;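 active means mean replicate inhibition of at least 30% and at least 1% of replicates passing that level; inconclusive means only one of the two criteria is met; inactive means neither criterion is met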;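 further: 0% = median of the neutral control wells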
# NR2E3 ag-2 = agonists of human NR2E3 nuclear receptor. AID 602229. inhibition of corepressor binding, % at 3.98 µM. CHO-S Gal4-NCOR/VP16-NR2E3 two-hybrid, luciferase. 360,000 tested, 0.35% active. Q9Y5X4;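 active means inhibition above the mean of all tested compounds plus 3 SD, cut at about 70% in these data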;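 further: 0% = DMSO with NR2E3 transfected cells and 100% = cells lacking NR2E3 construct; higher means lower luciferase signal from less NR2E3 corepressor binding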
# Peg3 promoter = inhibitors of Peg3 promoter | HeLa PEG-Prom luciferase reporter, luminescence, overnight | inhibition, % at 20 µM | 360,000 tested, 1.7% active | AID 588405;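 active means inhibition of at least 50% at 20 µM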
# PDI turbidity = PDI (human) enzyme inhibition. 350,000 tested, 0.052% active. P07237. PDI insulin aggregation turbidity, A650, 90 min. inhibition, % at 10 µM. AID 588391;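 active means mean inhibition across replicates of 30% or more, whatever share of single replicates reach that level; inconclusive means mean inhibition below 30% while every single replicate reaches 30%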;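 further: absorbance from insulin aggregation driven by PDI reduction with DTT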
# Target sequence (P07237 whole entry, looked up): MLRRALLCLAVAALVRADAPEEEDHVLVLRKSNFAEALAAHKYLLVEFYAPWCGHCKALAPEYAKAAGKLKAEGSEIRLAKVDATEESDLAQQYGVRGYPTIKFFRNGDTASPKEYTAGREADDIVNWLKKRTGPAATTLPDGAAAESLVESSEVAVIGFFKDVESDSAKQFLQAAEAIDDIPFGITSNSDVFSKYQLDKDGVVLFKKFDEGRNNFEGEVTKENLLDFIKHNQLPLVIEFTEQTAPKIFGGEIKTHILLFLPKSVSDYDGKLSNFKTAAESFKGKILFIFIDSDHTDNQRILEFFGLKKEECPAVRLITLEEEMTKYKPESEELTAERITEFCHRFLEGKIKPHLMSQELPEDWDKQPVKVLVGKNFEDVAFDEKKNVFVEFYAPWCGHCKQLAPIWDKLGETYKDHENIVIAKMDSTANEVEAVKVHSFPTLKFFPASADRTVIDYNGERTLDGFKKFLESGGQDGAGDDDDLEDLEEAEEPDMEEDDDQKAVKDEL
# CF NFkB inh = inhibitors of cystic fibrosis induced NF-kB. 360,000 tested, 0.86% active. KKLEB NF-kB-GFP reporter, PAF-induced, GFP fluorescence overnight. AID 588850. inhibition, % at 5 µM;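 active means at least 50% inhibition at 5 µM, scaled per plate between neutral and stimulator controls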;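 further: PAF is a Pseudomonas aeruginosa culture filtrate used as stimulus; plate controls were PAF-stimulated DMSO wells for no effect and unstimulated DMSO wells for full effect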
# TRPM1 prom inh = MITF TRPM1 promoter inhibition in SK-MEL-5 cells; SK-MEL-5 TRPM1 promoter luciferase, 24 h; 330,000 tested, 0.83% active; inhibition, % at 12.5 µM;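 active means mean inhibition across replicates of 60% or more, whatever share of single replicates reaches that level; inconclusive means some that reach 60%, reason not given; inactive means mean inhibition across replicates below 60%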; further: values of inactives mirror those of a sister screen read the other way
# HIF-2a block = HIF-2a inhibition; 786-0 RCC cells HIF-2a reporter, luciferase luminescence, overnight; inhibition, % at 18.8 µM; 360,000 tested, 0.72% active; AID 624352;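 active means inhibition of the luminescence signal of 40% or more relative to plate controls, in a single-dose primary screen at 18.75 µM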
# Shn3 3UTR inh = reduces Shn3 3'UTR luciferase signal in osteoblasts; inhibition, % at 12.5 µM; 360,000 tested, 0.52% active; Clone20 osteoblast Shn3 3'UTR firefly luciferase, 24 h;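 active means mean inhibition of at least 75% with every replicate also reaching 75%; inconclusive means mean inhibition at least 75% but some replicate below; inactive means mean inhibition below 75%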;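 further: 0% = median of neutral control wells and 100% = pilot-screen positive control compound; some compounds past the cut are filed as inactive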
# Active calls of the source: *; ? = inconclusive; · = not tested or not shown; + = active, no number.
no.	Compound	Vif inh	NR2E3 ag-1	KKLEB tox	CaV13 ICDI inh	NR2E3 ag-2	Peg3 promoter	PDI turbidity	CF NFkB inh	TRPM1 prom inh	HIF-2a block	Shn3 3UTR inh
1	CC(C)OC(=O)c1nnc(Cc2ccc(Cl)cc2)o1	3	0	-2	-4	-17	5	·	5	-1	10	-5
2	Cc1oc(-c2ccc(Cl)cc2)nc1CN1CCCC(C(=O)NCc2ccco2)C1 (configuration not stated)	-22	-1	-6	-5	19	-45	1	-3	22	-78	22
3	O=C(CN1CCNCC1)NCCSc1ccc(Cl)cc1	·	0	-6	-5	-1	6	-1	-5	8	17	12
4	COc1ccc(S(=O)(=O)N2CCC(C(=O)NCCc3ccc(OC)c(OC)c3)CC2)cc1	11	·	-14	-5	5	6	6	1	·	7	-2
5	O=C(CN1CCN(C(=O)C2CC2)CC1)Nc1ccc(Cl)cc1F	7	·	-3	-5	1	0	-1	36	9	8	-7
6	Cc1c(CCC(=O)O)c(=O)oc2cc3occ(-c4ccc(Br)cc4)c3cc12	-8	-3	-7	-5	-16	14	-18	-41	6	7	-8
7	O=C(NCc1ccccn1)C1CCCCC1	23	8	7	-1	15	-2	5	0	6	12	-21
8	COC(=O)CCc1nc2ccccc2nc1OC	4	0	14	-2	-12	-4	-2	-3	9	-12	13
9	CCn1c(Cl)c(C=O)s/c1=N\S(=O)(=O)c1ccccc1	13	-3	-85*	-3	53	105*	-3	88*	98*	95*	99*
10	CC(=O)Nc1ccc2nc(NS(=O)(=O)c3ccc(C)cc3)sc2c1	-5	-1	6	5	-11	-15	3	-5	-3	-1	-8
11	COc1cc(NC(=O)Cc2nn(C)c(=O)c3ccccc23)cc(OC)c1OC	-8	-2	5	-3	25	12	-5	1	12	-7	44
12	COC(=O)Cc1ccc2c3ccccc3n(C)c2c1	1	4	15	·	-22	-103	1	-15	-29	-170	-42
13	CCO[C@@H]1OC(C(=O)N2CCN(Cc3ccc4c(c3)OCO4)CC2)=C[C@H](C2CC2)[C@H]1CCCO	-2	1	-7	-3	-30	-1	5	17	13	4	22
14	CCOc1ccc2nc(NCCNC(=S)NCCCN(C)C)c(C#N)cc2c1	7	-4	5	+	5	-1	9	-3	-12	5	4
15	S=c1[nH]nc(COc2ccccc2)n1C1CCCCC1	10	-2	3	-1	33	-1	-1	1	15	11	-8
16	COC(=O)[C@]1(Cc2ccccc2)N[C@H](CN(C)C(=O)C2CCCCC2)[C@@H]2C(=O)N(C)C(=O)[C@@H]21	-2	·	-5	-5	-19	-9	4	13	6	8	-17
17	Cc1nc2nc(CNC(=O)OC(C)(C)C)nn2c(C)c1CCC(=O)Nc1ccc2c(c1)OCO2	-2	-1	4	-8	-66	-47	-2	-35	5	-64	-30
18	O=C(CSc1ccc(Cl)cc1)Nc1ccc(N2CCN(C(=O)c3ccc(Cl)cc3)CC2)cc1	-1	0	-16	-8	8	23	-7	25	23	-8	10
19	COc1ccc(S(=O)(=O)Nc2c(C(=O)O)[nH]c3ccccc23)cc1OC	4	1	7	-4	-41	-13	1	-18	3	-56	-45
20	O=C(c1ccccc1)c1ccccc1C(=O)N1CCN(C(=O)c2ccccc2)CC1	2	2	-6	-3	-15	-23	-7	1	-12	2	19
21	O=C(NCCc1ccccc1)c1c(O)c2cccc3c2n(c1=O)CC3	-6	-2	3	·	13	-18	-3	-11	-7	-44	-20
22	Cc1ccc(-c2nnc(SCC(=O)Nc3ccc(N4CCOCC4)cc3)o2)cc1	·	2	15	·	-11	-28	-3	-7	4	-12	-3
23	CCOC(=O)c1ccc(N2Cc3ccccc3C2=N)cc1	7	1	4	-4	-39	-107	-1	-1	-45	-106	-56
24	COCC1CCCCN1C(=O)C1CCN(c2nc(-c3ccccc3)nc3c2CCC3)CC1 (configuration not stated)	-5	2	-7	-13	-34	0	1	-19	2	2	15
25	O=C(NNC(=S)NC(=O)c1cccs1)c1ccc(NC(=O)c2ccccc2)cc1	·	2	-5	-5	4	-1	-22	4	19	9	44
26	CN1C(=O)c2ccccc2N(C)C1c1ccccc1Cl (configuration not stated)	2	-2	-1	13	-13	22	-3	-4	-6	9	2
27	Cc1ccc(S(=O)(=O)Nc2ccccc2N2CCOCC2)cc1	-2	3	-12	·	14	32	14	5	14	9	14
28	COC(=O)c1ccc(Sc2nnnn2-c2ccccc2)c([N+](=O)[O-])c1	-2	-1	-9	-5	0	36	2	44	53	40*	15
29	CC(C)(C)C(=O)NC1CCN(CC(=O)Nc2ccc3c(c2)OCO3)CC1	8	1	-8	-6	-15	2	2	3	-3	10	7
30	O=C(OC1CCOC1=O)c1ccc(-c2nc3ccccc3s2)s1 (configuration not stated)	·	-4	-4	·	-49	-101	-6	8	-4	-67	-12
31	CN(C)C(=O)c1cccc(-c2cnc3c(NC=O)cc(-c4ccccc4F)cn23)c1	-9	·	4	-9	-16	24	-5	-30	·	-63	7
32	OC(c1ccccc1)c1ccccc1CN1CCCNC1=S (configuration not stated)	15	·	-9	-3	-14	12	0	-4	·	7	6
33	NNC(=O)c1ccc(COCC(F)(F)C(F)F)cc1	8	3	12	-5	-14	1	-7	-7	18	20	5
34	C[C@@H]1CN([C@@H](C)CO)C(=O)CCCn2nncc2CO[C@@H]1CN(C)C(=O)C1CCCCC1	3	·	3	·	10	-2	15	-2	·	4	-11
35	COc1ccc2[nH]c(=O)c(CN(Cc3cccnc3)Cc3nnnn3CC3CCCO3)cc2c1 (configuration not stated)	-16	-2	-7	-2	-6	7	1	6	1	11	·
36	CCC(C)NC(=O)C1c2ccccc2C(=O)N1Cc1ccc(OC)cc1OC (configuration not stated)	6	0	-3	-4	7	6	2	3	-1	-4	9
37	CCCCc1cc(=O)oc2cc(OCC(=O)N3C[C@H]4C[C@@H](C3)c3cccc(=O)n3C4)ccc12	-4	-1	-1	·	0	11	·	-7	16	-2	0
38	COc1nc(Nc2ccc(C(C)=O)cc2)nc(OC)n1	-4	-2	-3	-6	-21	-29	-12	-26	-11	-83	6
39	Cc1[nH]c2c(Cl)cccc2c(=O)c1CN1CCCCCC1	-5	1	3	-4	5	-6	-7	6	9	-6	11
40	O=C(COC(=O)c1cc(S(=O)(=O)N2CCOCC2)ccc1O)NCc1ccc2c(c1)OCO2	0	·	4	-5	-1	1	-3	-26	7	3	0
41	Brc1ccc(-c2cnc3n2CCCC3)cc1	7	-1	0	-5	-2	-4	6	1	-10	-23	1
42	COCCn1c(=N)c(S(=O)(=O)c2ccc(Br)cc2)cc2c(=O)n3ccccc3nc21	-2	5	-11	3	-20	20	-7	5	-11	6	16
43	COCCCC1CCN(C(=O)C2CCC(=O)N(C3CCCC3)C2)CC1 (configuration not stated)	19	0	19	-3	1	0	-8	-10	6	3	-15
44	CS(=O)(=O)c1nc(S(=O)(=O)c2ccc(Cl)cc2)c(NCCN2CCOCC2)s1	-12	-1	6	-3	4	18	4	4	10	2	-17
45	CCc1cccc(CC)c1NC(=O)CN1CC(C)SC1=NC1CCCCC1 (configuration not stated)	?	1	-2	-5	-16	22	10	-14	-29	16	17
46	COc1ccc(/C=N/NC(=O)c2nc(-c3ccccc3)n(-c3ccccc3)n2)c(O)c1	2	-2	10	-5	20	31	1	-23	57	1	91*
47	CCOC(=O)NC(=S)Nc1ccc(C(C)(C)C)cc1	-3	-5	-8	-5	-27	-50	-3	14	6	-118	5
48	COCCCNC(=O)Cn1cc2c(n1)CCCCC2	-5	3	-4	-11	1	-2	·	17	-5	8	8
49	CCCCNC(=O)c1ccc(C)c(NC(=O)C2=C(C)OCCS2)c1	-2	4	0	-20	-8	13	4	8	10	9	1
50	COc1cc(CNCCN2CCOCC2)ccc1OCc1cccc(Cl)c1	3	1	-5	·	5	-3	5	-4	-21	-13	6

# Continuation:
no.	Compound	Vif inh	NR2E3 ag-1	KKLEB tox	CaV13 ICDI inh	NR2E3 ag-2	Peg3 promoter	PDI turbidity	CF NFkB inh	TRPM1 prom inh	HIF-2a block	Shn3 3UTR inh
51	Oc1c(Cl)cc(Cl)cc1C1Nc2ccccc2-n2cccc21 (configuration not stated)	-5	0	2	-3	-6	20	-13	-5	14	11	7
52	CCC(=O)N1CCc2cc(S(=O)(=O)N3CCN(c4ccccn4)CC3)ccc21	·	5	1	·	12	14	5	2	-2	14	3
53	O=C(Nc1ccccc1)c1ccc(=O)[nH]n1	-7	-1	3	-4	17	-11	10	-4	-7	-9	-11
54	Cc1cc(C)c2c(c1)N[C@H](c1cccs1)[C@@H]1CCO[C@H]21	13	-1	8	5	-4	14	12	-18	3	14	-1
55	COc1cccc2c1c(NC(=O)Nc1ccc(F)cc1F)nn2C	1	-1	2	-18	-14	-11	4	-20	8	-12	·
56	Cc1ccc(NC(=O)C(CC(=O)O)C2CCCO2)c(C)c1 (configuration not stated)	-7	0	-6	-4	-34	-1	-6	5	7	2	-3
57	COc1ccc(C(=C(CC(=O)O)C(=O)OC(C)(C)C)c2cc(OC)c(OC)c(OC)c2)cc1OC	13	·	0	-5	-10	2	-2	-6	3	9	5
58	CSCCC(NC(=O)c1ccco1)C(=O)N1CC=C(c2ccccc2)CC1 (configuration not stated)	3	0	-11	·	-21	9	3	-16	1	7	19
59	CCOC(=O)C1CCCN(S(=O)(=O)c2cc(Br)cc3c2N(C(=O)C2CC2)CC3)C1 (configuration not stated)	20	4	6	-4	-19	19	-1	0	5	7	4
60	COc1ccc(C(=O)N/C(=C/c2cccs2)C(=O)NN)cc1OC	-1	1	8	4	-7	1	-5	-4	-10	15	·
61	CC(C)C1Nc2ccc(C(=O)NCc3ccco3)cc2NC1=O (configuration not stated)	-6	-2	-2	-3	-11	12	-12	-4	0	10	-6
62	CCOc1ccc(NC(=O)CCC(=O)N2CCSc3ccccc32)cc1	16	-3	-2	-2	-12	8	·	3	-10	-10	-7
63	O=C(NC1CCS(=O)(=O)C1)c1sc2ccccc2c1Cl (configuration not stated)	7	2	10	0	-5	-28	-2	2	-34	-21	-2
64	COc1ccc(C(CC(=O)N2CCN(C)CC2)NC(=O)C(F)(F)F)cc1 (configuration not stated)	2	3	-2	-16	-12	11	4	8	12	13	-5
65	COc1ccc(N2CCN(C(=O)CCN3C(=O)c4ccccc4S3(=O)=O)CC2)cc1	9	-4	-13	·	9	4	6	12	1	17	18
66	CN(C)C(=S)NC(=O)c1cccc(Cl)c1	-3	0	4	-5	-24	3	-3	8	9	5	-2
67	CN(CC(=O)Nc1ccccc1Cl)CC(=O)c1c(N)n(Cc2ccccc2)c(=O)n(C)c1=O	-1	5	-20	-4	-39	-5	5	-2	2	-1	-5
68	O=c1c(/C=N/N2CCOCC2)c(C(F)(F)F)[nH]n1-c1ccccc1	-9	0	-4	8	-4	-2	0	4	-8	3	-2
